# Source: PubChem
# P. falciparum M1AAP: P. falciparum M1AAP inhibitors, biochemical, fluorogenic H-Leu-NHMec substrate, 1536-well (AID 1445); inhibition, % at 30 µM, or IC50 in µM where a hit was titrated; actives 0.42% (n = 220,000); recombinant M1AAP, H-Leu-NHMec fluorogenic kinetic assay; higher % means a stronger effect;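 active = primary inhibition above the hit cutoff, then over 50% inhibition at one or more dose response concentrations, cut at about 23% in these data, passing the limit was not always enough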;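 note: plate controls were DMSO full reaction for no effect and no enzyme background for full effect; strong numbers were not always called active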
# XIAP displacement: small molecules displacing peptide from XIAP – biochemical, IAP family, fluorescence polarization (AID 1018). actives 0.007% (n = 200,000). XIAP BIR domain, fluorescence polarization peptide displacement; higher % means a stronger effect. displacement, % at 20 µM; hits with a dose series show IC50 in µM; in the data active = displacement above about 50%; note: a part of the inactive calls stands beside numbers as strong as those of hits
# TNAP activators: human TNAP enzyme activators, primary screen, biochemical, luminescent, no phosphate acceptor, uHTS (AID 1001) | purified TNAP, luminescent activation assay, no phosphate acceptor; higher activation fold means a stronger effect | one-dose activation fold at 20 µM; EC50 in µM for titrated hits | actives 0.03% (n = 200,000); in the data active = activation fold from about 3, or a potency from the dose series; inactive = the rest, 99 in 100 with activation fold below about 1.6; note: many of its hits are not listed in these tables
# P. falciparum M17LAP: P. falciparum M17LAP inhibitors, primary screen, biochemical, fluorogenic H-Leu-NHMec substrate, 1536-well (AID 1619). inhibition, % at 30 µM, or IC50 in µM where a hit was titrated. recombinant M17LAP, H-Leu-NHMec fluorogenic kinetic assay; higher % means a stronger effect. actives 0.38% (n = 220,000);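 active = compound inhibiting the enzyme by more than half at any dose during confirmatory dose-response retesting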;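 note: plate controls were full reaction with DMSO carrier for no effect and no enzyme background for full effect; strong numbers were not always called active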
# Siah-1 displacement: blockers of Siah-1 interaction with plectin peptide – biochemical, fluorescence polarization, rhodamine-plectin, uHTS, primary screen (AID 1817); actives 0.02% (n = 290,000); Siah-1 / rhodamine-plectin peptide fluorescence polarization; higher % means a stronger effect; displacement, % at 20 µM, or IC50 in µM where a hit was titrated;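 active = displacement of at least 50% at 20 µM, with a fluorescence ratio check between 0.3 and a set limit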;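 note: plate controls were Siah plus tracer with DMSO for no effect and tracer alone without Siah for full effect; strong numbers were not always called active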
# Hep lipid drop: hepatic lipid droplet formation modulation; AML12 mouse hepatocytes, oleate lipid droplets, BODIPY imaging; inhibition, % at 6.5 µM; actives 0.4% (n = 240,000);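 active = lipid droplet intensity inhibited by at least 50%, with more than 500 cells counted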
#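 Material – AML12 mouse liver cells · Also added – oleate loading, 100 µM · Compound dosing – 6.5 µM single-point dosing · Times – overnight treatment with compound plus oleate · Measured by – fluorescence imaging, 20x objective, two fields per well · Read-out – percent inhibition of filter-corrected integrated lipid droplet intensity per well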
# human PMI inhibitors: MPI inhibition at elevated mannose 6-phosphate – biochemical, fluorescence intensity, high mannose 6-phosphate, primary screen (AID 1220); actives 0.66% (n = 190,000); recombinant PMI enzyme, coupled fluorescence intensity; higher % means a stronger effect; inhibition, % at 20 µM; hits with a dose series show IC50 in µM
# human PMI inhibition: MPI enzyme activity inhibition – biochemical, fluorescence intensity, coupled assay, primary screen (AID 1209); purified PMI enzyme, coupled fluorescence intensity; higher % means a stronger effect; one-dose inhibition, % at 20 µM; IC50 in µM for titrated hits; actives 0.42% (n = 190,000);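 note: plate controls were DMSO vehicle for no effect and wells lacking substrate for full effect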
# UTI89 phage lysis: protection from phage-mediated lysis, alamar blue read-out – E. coli UTI89, K1F phage, bacterial capsule biogenesis inhibitors (AID 488966); E. coli UTI89 K1F phage lysis, alamar blue, 2 h; higher % means a stronger effect; inhibition, % at 100 µM, or IC50 in µM where a hit was titrated; actives 0.02% (n = 340,000);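 active = phage lysis inhibition, versus mean bacterial control, above a set limit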;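 note: capsule biogenesis inhibitors block K1F phage lysis so surviving cells raise fluorescence; higher fluorescence means more inhibition of phage lysis; actives were called in the ten point dose series up to 300 µM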
# Hep lipid drop cells 6.5 µM: also measured in Hep lipid drop; calls as there; cell count; measured here: cell count, cytotoxicity flag;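 cells counted across two imaged fields per well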
# An asterisk follows results filed as active; i = inactive; . = no result given; [ ] = another dose, or the depositor's remark. Cut-off read from the data, not from the text of the source, unless noted: active = inhibition above about 50%; inactive = the rest.
Structure	P. falciparum M1AAP	XIAP displacement	TNAP activators	P. falciparum M17LAP	Siah-1 displacement	Hep lipid drop	Hep lipid drop cells 6.5 µM	human PMI inhibitors	human PMI inhibition	UTI89 phage lysis
Cc1cccc(C2NC(=O)c3c(sc(C)c3C)N2)c1O (stereo not given)	3%	-5.5%	1	-3%	3%	.	.	14%	17%	4.6%
Cc1ccc(CCNC(=O)c2coc3nc4ccccc4nc23)cc1	7%	-9.7%	1.1	-9%	7%	.	.	-2%	4%	-0.3%
CNC(=S)NNC(=O)c1ccccc1Br	6%	-10%	2.1	9%	4%	5	547	-2%	13%	3.5%[50 µM]
CCOc1ccccc1NC(=O)c1cc(Cl)ccc1NC(=O)c1ccco1	3%	-3.0%	1.1	-1%	-1%	-6	713	8%	8%	5.3%
Oc1ccccc1/C=N/Nc1ncc(Br)cn1	2%	-3.1%	1.7	-19%	-1%	-3	545	23%	21%	1.4%[50 µM]
COC(=O)CCCNC(=O)c1ccccn1	1%	-3.3%	1.1	18%	2%	-6	655	-5%	-8%	1.4%
Cc1nn(Cc2cccc(F)c2)c(C)c1NC(=O)c1c([N+](=O)[O-])c(C)nn1C	-8%	-5.7%	1.1	-9%	0%	5	782	-7%	-8%	3.2%
COc1ccc(S(=O)(=O)NCc2cccs2)cc1	0%	-7.1%	1.2	-7%	5%	-25	794	-18%	-12%	4.0%
Brc1ccc(-c2nnc3n2CCCCC3)cc1	-3%	-3.9%	1.1	-4%	-8%	-4	800	-11%	-7%	-0.1%
NC(=O)CSc1nc(-c2ccccc2)nc2c1CCCC2	-2%	-0.6%	1	7%	5%	0	705	6%	8%	0.2%
COc1ccccc1N(CC(O)Cn1ccnc1C)S(=O)(=O)c1ccc(C)cc1 (stereo not given)	10%	-2.6%	1	-20%	0%	-13	712	-5%	4%	-2.3%
Cc1ccc(-n2nnc3c(=O)n(Cc4ccccn4)cnc32)cc1C	3%	-6.5%	1.1	2%	-6%	13	712	-6%	-6%	0.1%
CNC(=S)N/N=C/c1cn(Cc2c(F)cccc2Cl)c2ccccc12	8%	-1.7%	1	8%	-6%	0	700	3%	2%	i
CCCN(CCC)CCNS(=O)(=O)c1ccc2c(c1)oc(=O)n2C	1%	-6.3%	1	6%	-6%	-25	475	-4%	7%	0.1%
Cc1cc(-n2[nH]c(C)c(C)c2=O)nc(-c2ccccc2O)n1	19%	-3.5%	1.3	0%	2%	.	.	11%	0%	0.0%
Cc1nn(C)c(C(=O)NNC(=O)Nc2cccc(C(F)(F)F)c2)c1Cl	3%	-1.3%	1.3	4%	9%	-1	645	8%	2%	-0.4%
COc1ccccc1-c1nnc(N)s1	5%	-6.0%	1.2	-10%	15%	0	724	5%	6%	0.2%
CCN1CCCn2c1nc1c2c(=O)n(C)c(=O)n1C	5%	-2.5%	1.2	-4%	9%	15	681	-5%	-4%	6.2%
CCOc1ccc(-n2cnnn2)cc1S(=O)(=O)NCc1ccccc1	1%	2.3%	1.1	7%	2%	8	752	17%	15%	2.1%[50 µM]
O=C(NCc1cccnc1)c1cnc2sccn2c1=O	-1%	-2.1%	1.1	2%	-2%	-4	685	9%	9%	0.0%
O=C(NN=C1CCCCCC1)C(=O)Nc1cccc(Br)c1	-3%	-3.0%	1.8	13%	-6%	8	643	6%	6%	2.1%[50 µM]
CCN=c1scc(C)n1/N=C/c1cc(Br)c(O)c(Br)c1	-9%	3.1%	1	13%	8%	-4	674	-6%	-25%	-0.3%
COc1ccc(OC)c(/C=C/C(=O)OCC(=O)Nc2cccc(Oc3ccccc3)c2)c1	8%	-11%	1.2	15%	6%	17	618	4%	10%	-14%
CCC1CCCCN1C(=S)Nc1ccc(SC(F)F)cc1 (stereo not given)	5%	-3.5%	1.1	9%	2%	-6	665	7%	3%	1.7%[50 µM]
COc1ccc(NC(=S)NNC(=O)Cn2nc([N+](=O)[O-])cc2C)cc1	6%	-0.2%	2.5	7%	-1%	.	.	1%	0%	4.6%
COc1ccc(NC(=O)c2sc(Cl)nc2-c2ccccc2)cc1	-5%	-4.1%	1.1	-7%	-1%	5	644	2%	6%	0.1%[50 µM]
OC1(c2ccc3c(c2)OCO3)CCN(Cc2ccc(F)cc2)CC1	0%	.	.	2%	9%	-1	676	.	.	0.1%
COCC1CCCN(Cc2nc(-c3ccc4c(c3)OCO4)no2)C1 (stereo not given)	1%	-7.3%	1.1	-8%	7%	8	699	0%	1%	0.2%
COc1ccc(C2C(C(N)=O)=C(C)Nc3nc(-c4ccccc4OC)nn32)cc1OC (stereo not given)	5%	-2.5%	1	13%	3%	.	.	26%	12%	-0.8%
COc1ccc(OC)c(NC(=O)CSc2ccccc2)c1	7%	-1.6%	1.1	2%	-3%	3	738	6%	12%	1.2%
C=CCN1C(=O)C(CC(=O)O)SC1=Nc1ccc(C)cc1 (stereo not given)	-1%	-6.3%	1	1%	4%	2	685	-5%	3%	-0.1%
C#CC(=O)N(c1ccc(OC)cc1OC)C(C(=O)NC1CCCC1)c1cccs1 (stereo not given)	-2%	-4.2%	1.1	-8%	8%	123*	614*	1%	0%	-0.3%
CC(/C=N/Nc1nc(N2CCCCC2)nc(N2CCCCC2)n1)=C\c1ccccc1	5%	-3.8%	1.1	1%	-4%	.	.	3%	7%	0.5%
O=C1Nc2ccc(Br)cc2C1=Nc1cccnc1	7%	.	.	16%	7%	4	652	.	.	.
Cc1cc(N2CCN(C)CC2)nc(-c2ccccc2O)n1	2%	.	.	6%	3%	-32	582	.	.	0.1%
Cc1ccc(C(c2nnnn2CS(=O)(=O)c2ccc(C)cc2)N2CCN(c3ncccn3)CC2)cc1 (stereo not given)	1%	-1.6%	1	-10%	3%	-1	764	2%	1%	2.1%
COc1cccc(C(=O)c2ncc(C(F)(F)F)cc2Cl)c1	10%	-1.9%	0.9	-1%	0%	15	655	36%	32%	0.8%
Clc1cccc(Cl)c1/C=N/Nc1c(Cl)cncc1Cl	3%	.	.	7%	2%	14	735	.	.	-0.8%
COC(=O)Nc1ccc(S(=O)(=O)N2CCCCCC2)cc1	15%	-4.7%	1.1	10%	6%	11	724	-8%	-4%	1.6%
C/C(=N\NC(=O)CSc1nc2ccccc2c(=O)n1-c1ccccc1C)c1cccs1	5%	-2.2%	1.1	4%	7%	16	678	7%	-1%	1.1%[50 µM]
Cc1c(C#N)c2ccccc2n1CC(=O)NCc1cccnc1	7%	-5.9%	1.2	-7%	-2%	6	789	-4%	1%	1.5%
Nc1cc(S(=O)(=O)N2CCOCC2)ccc1Oc1ccc(F)cc1	-2%	-3.1%	1.1	0%	1%	2	698	2%	-2%	0.4%
O=C1C=C(NCc2ccc(Cl)cc2)CC(c2ccco2)C1 (stereo not given)	4%	-2.6%	1.2	10%	4%	.	.	9%	-3%	0.3%
C/C(N)=C(/C#N)C(=O)CSc1cc(C)c2cc(C)cc(C)c2n1	5%	-1.4%	1	-2%	2%	-1	679	-44%	-35%	0.8%
Cc1noc(NC(=O)c2ccc(Cl)cc2)c1Cl	7%	-5.2%	1.1	4%	6%	-42	628	-3%	-5%	0.1%
COCCSc1nnc(NC(=O)C2CCCO2)s1 (stereo not given)	-9%	-5.2%	0.9	9%	-3%	.	.	-4%	-10%	0.2%
CCOC(=O)c1c(NC(=O)CN2C(=O)c3ccccc3C2=O)sc(Cc2ccc3c(c2)OCO3)c1C	-1%	-24%	1.1	7%	11%	-1	689	52%*	18%	3.3%
COc1cccc(-c2ccc(C#N)c(OC(=O)c3ccc(Cl)cc3)n2)c1	8%	-10%	1.1	-5%	1%	24	691	4%	14%	0.6%
COc1cccc(CC2CC(=O)N(c3ccc4c(C)cc(=O)oc4c3)C2=O)c1 (stereo not given)	7%	-4.2%	1	-1%	-1%	2	702	-6%	-1%	0.4%
COc1ccc(S(=O)(=O)NC(CC(=O)NCc2ccccc2OC)c2ccco2)cc1 (stereo not given)	-5%	-5.3%	1.1	4%	-4%	-1	642	1%	20%	-0.4%

# Following part
Structure	P. falciparum M1AAP	XIAP displacement	TNAP activators	P. falciparum M17LAP	Siah-1 displacement	Hep lipid drop	Hep lipid drop cells 6.5 µM	human PMI inhibitors	human PMI inhibition	UTI89 phage lysis
Cc1oc(-c2cccs2)nc1CN1CCN(C2CCCC2)C(CCO)C1 (stereo not given)	4%	-3.5%	1.1	9%	3%	-10	687	8%	12%	0.2%
CC1=Nn2c(nnc2-c2cccs2)SC1	8%	-0.3%	1.1	9%	-2%	16	787	-6%	-5%	-0.5%
CC(=O)Nc1ccc(OC(=O)c2cc3cc(Br)ccc3oc2=O)cc1	2%	-2.3%	1.1	-4%	-4%	-8	669	-2%	10%	-2.6%
CC1CCC/C(=N\NC(=O)Nc2ccccc2)C1 (stereo not given)	0%	-10%	1.2	-4%	2%	12	633	7%	14%	0.2%
CC1Cc2ccccc2N1C(=O)CSc1nnc2sc3ccccc3n12 (stereo not given)	2%	-2.4%	1.1	-6%	1%	-10	778	1%	5%	-0.5%
CC1=CC(c2ccccc2)NC(=S)N1 (stereo not given)	4%	-12%	1.3	-1%	1%	-7	468	8%	21%	-0.1%
Cc1ccc(C)c(-n2c(-c3csc(C)c3C)n[nH]c2=S)c1	4%	-2.4%	1.6	3%	0%	5	653	19%	13%	4.0%
COc1ccc(C(C(=O)NC2CCCCC2)N(CC2CCCO2)C(=O)CNC(=O)c2ccco2)cc1 (stereo not given)	7%	0.2%	1.1	-7%	2%	.	.	-8%	-5%	i
Cc1cc(OCc2cccc(Cl)c2)c(C)cc1CN1CCOCC1	3%	-1.3%	1.1	-10%	-2%	-13	659	0%	5%	0.3%
CC(=O)/C=C(\C)Nc1c(C)n(C)n(-c2ccccc2)c1=O	-4%	-3.3%	1.1	9%	22%	22	705	0%	-6%	1.0%

# Three entries already listed, arranged by the value under Siah-1 displacement, smallest number first.
mol	P. falciparum M1AAP	XIAP displacement	TNAP activators	P. falciparum M17LAP	Siah-1 displacement	human PMI inhibitors	human PMI inhibition
CC(=O)Nc1ccc(OC(=O)c2cc3cc(Br)ccc3oc2=O)cc1	2%	-2.3%	1.1	-4%	-4%	-2%	10%
Cc1cc(OCc2cccc(Cl)c2)c(C)cc1CN1CCOCC1	3%	-1.3%	1.1	-10%	-2%	0%	5%
CC(=O)/C=C(\C)Nc1c(C)n(C)n(-c2ccccc2)c1=O	-4%	-3.3%	1.1	9%	22%	0%	-6%
